Screening data (PubChem)
eIF4E-4G inh: eIF4E/eIF4G interaction inhibition in translation initiation; 220,000 compounds, 0.37% hits; TR-FRET eIF4E-eIF4GI(517-606) binding, 2 h; P63073+Q04637; inhibition, % at 21.7 µM;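 active means inhibition above about 30%, limit read from the data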;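 further: 0% = full FRET control wells and 100% = background wells lacking eIF4GI fragment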
Tb hexokinase: T. brucei hexokinase 1 inhibition; inhibition, % at 10 µM; AID 1430; recombinant TbHK1, G6PDH-coupled NADH A340; 220,000 compounds, 0.11% hits;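 active means inhibition of 50% or more in the single-dose primary screen; inactive means inhibition below 50%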
PGE2 EP2 inh: EP2 receptor (human) inhibition; P43116; C6 glioma cells expressing human EP2, cAMP TR-FRET; cells stimulated with saturating PGE2; inhibition, % at 25 µM; 260,000 compounds, 0.52% hits; AID 1422;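 active means percent inhibition above 40 after rounding to a whole number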;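 further: rat C6 glioma host cells with rolipram phosphodiesterase inhibitor present; the protocol text gives 20 µM as final concentration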
Target sequence (P43116 whole entry, looked up): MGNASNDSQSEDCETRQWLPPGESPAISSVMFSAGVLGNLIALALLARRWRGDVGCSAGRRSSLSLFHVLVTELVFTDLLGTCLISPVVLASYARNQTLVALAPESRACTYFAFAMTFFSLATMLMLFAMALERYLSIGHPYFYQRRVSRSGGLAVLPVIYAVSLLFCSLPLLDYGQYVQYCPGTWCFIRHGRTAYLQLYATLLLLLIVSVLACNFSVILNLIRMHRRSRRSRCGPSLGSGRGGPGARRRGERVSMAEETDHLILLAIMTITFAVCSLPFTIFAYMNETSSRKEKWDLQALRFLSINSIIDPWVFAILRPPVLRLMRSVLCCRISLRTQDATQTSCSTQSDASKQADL
Hck Nef HTS: blocks Nef-activated human Hck kinase; P08631; Recombinant Hck-YEEI plus Nef, Z-Lyte FRET kinase assay; inhibition, % at 20 µM; 220,000 compounds, 0.68% hits; AID 463187;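 active means Hck-Nef kinase inhibition above about 50%, limit read from the data; inactive means inhibition below that limit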;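 further: 0% = DMSO with Hck plus Nef and 100% = Hck alone without Nef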
m-calpain inh: calpain II (pig) inhibition. purified calpain II, fluorogenic peptide substrate, 30 min. inhibition, % at 16 µM. 220,000 compounds, 0.37% hits;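 active means inhibition above about 50%, limit read from the data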
EP2 mod: EP2 receptor (human) modulation; P43116; EP2-expressing cells, cAMP HTRF FRET, PGE2 co-stimulation; induction, % at 25 µM; 260,000 compounds, 0.83% hits;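 active means compounds whose cAMP rise, as percent of the full-agonist control response, exceeds 60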;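 further: rat C6 glioma line stably carrying human EP2 under a CMV promoter; the protocol text gives 20 µM as final concentration; 100% = response of wells given 1 µM PGE2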
Rad51 HR inh: blocks human Rad51 in homologous recombination; Q06609; 200,000 compounds, 0.085% hits; hRad51 DNA strand exchange, fluorescence dequenching; inhibition, % at 10 µM; AID 1385;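 active means inhibition above 40% at the single screening dose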;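 further: 0% = DMSO control wells and 100% = blanks with heterologous ssDNA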
Target sequence (Q06609 whole entry, looked up): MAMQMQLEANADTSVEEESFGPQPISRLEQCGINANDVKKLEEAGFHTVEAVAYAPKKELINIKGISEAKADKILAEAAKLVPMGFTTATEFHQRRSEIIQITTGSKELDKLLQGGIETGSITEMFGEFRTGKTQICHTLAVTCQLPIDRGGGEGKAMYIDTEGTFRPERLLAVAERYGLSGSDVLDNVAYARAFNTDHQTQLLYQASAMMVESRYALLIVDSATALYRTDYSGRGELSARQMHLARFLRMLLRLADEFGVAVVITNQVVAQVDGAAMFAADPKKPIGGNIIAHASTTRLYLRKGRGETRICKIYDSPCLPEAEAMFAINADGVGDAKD
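System: human Rad51 nucleoprotein filaments preassembled on unlabelled ssDNA. Reagent: labelled 47-mer dsDNA for strand exchange. Schedule: 30-min compound preincubation and 15-min exchange, both room temperature. Measured by: FRET fluorescence dequenching, excitation 485 nm, emission 520 nm. Read-out: Fluorescence-based percent inhibition, control- and blank-normalised. Benchmarks: plate controls and plate blanks.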
14-3-3 Bad inh: disrupts binding of bovine 14-3-3 zeta to phospho-Bad peptide; inhibition, % at 21.7 µM; TR-FRET 14-3-3zeta/Dy647-pBad peptide displacement, 1 h; 220,000 compounds, 0.71% hits;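 active means inhibition above about 70%, limit read from the data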;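 further: 0% = full 14-3-3 plus peptide FRET controls and 100% = background without 14-3-3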
Target sequence (P63103 whole entry, looked up): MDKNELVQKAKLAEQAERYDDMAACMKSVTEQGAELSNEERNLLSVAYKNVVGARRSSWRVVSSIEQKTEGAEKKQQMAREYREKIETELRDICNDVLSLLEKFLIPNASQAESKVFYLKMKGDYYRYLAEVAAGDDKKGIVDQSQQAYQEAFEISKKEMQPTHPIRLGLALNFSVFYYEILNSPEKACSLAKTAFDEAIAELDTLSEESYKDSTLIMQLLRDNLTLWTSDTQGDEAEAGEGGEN
L929 necroptosis: L929 zVAD cell death inhibition; L929 zVAD necroptosis rescue, ATP luminescence, 24 h; with zVAD 60 µM; viability rescue, % at 10 µM; 220,000 compounds, 0.38% hits; AID 1377;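 active means activation, scaled between plate controls, above about 75%, limit read from the data; inactive means activation under that limit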;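 further: 0% = zVAD with DMSO and 100% = DMSO alone without zVAD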
* marks the source's active call; other numbers are inactive results; i = inactive; / = no result given; & = joins results of further samples; [ ] = remark or other dose. Only part of the results is shown; count on the stated rates, not on these rows.

Every second line gives: eIF4E-4G inh, Tb hexokinase, PGE2 EP2 inh, Hck Nef HTS, m-calpain inh, EP2 mod, Rad51 HR inh, 14-3-3 Bad inh, L929 necroptosis
#1 O=C(/C=C/c1c(F)cccc1Cl)NCc1ccco1
    0, -1, 7, 7, 17, -28, 3, -19[fluorescence artefact?], 0.2
#2 COc1ccc(S(=O)(=O)N/N=C(/C)c2cccc(NC(=O)c3ccccc3Cl)c2)cc1
    -3, -6, /, -1, -16, -23, /, -9, 0.5
#3 NS(=O)(=O)c1ccc(CCNC(=O)CN2CCCCC2)cc1
    -1, -6, 3, 24, -9, 9, -9, -9, 0.7
#4 Cc1cccc(N(C)C(=O)c2cc3c(=O)[nH]c4ccc(C)cc4c3s2)c1
    -9, -22, 8, 34, -48, 48, 8, 2, 1.6
#5 Cc1cc(C)c2c(N)c(C(=O)NNC(=O)c3ccccc3)sc2n1
    -2, -13, 6, 17, i, 1, -6, -7, -0.1
#6 Cc1cnc(NC(=O)/C=C/c2ccc(Br)o2)s1
    8, -6, 12, 36, -13, -17, 0, 13, 0.4
#7 Clc1ccccc1Cn1c(/C=C/c2ccco2)nc2ccccc21
    1, -6, 9, 32, -26, 71*, /, 8[fluorescence artefact?], -0.4
#8 O=c1c(Cc2c(F)cccc2Cl)c(O)ccn1CCc1c[nH]c2ccccc12
    0, -2, 10, 0, -13, -7, 13, -17, 2.5
#9 C=CCn1c(SCc2nnc(-c3ccccc3)o2)nnc1C(O)c1ccccc1 (stereo not drawn)
    -2, 0, 8, 0, -3, 9, -6, -2, 1.3
#10 CCCC(CCC(=O)Nc1ccc(S(N)(=O)=O)cc1)C(=O)O (stereo not drawn)
    -7, -10, 13, 2, -13, 9, 2, 0, -0.3
#11 CCN(CC)C(=O)C1CCN(c2ncnc3c2cnn3-c2ccc(C)cc2C)CC1
    -4[fluorescence artefact?], -4, 14, 0, -3, 17, 0, -10[fluorescence artefact?], -0.1
#12 CC(C)Oc1ccc(CCC(=O)NNC(=O)CCC(=O)O)cc1
    8, 2, 4, 10, -1, 10, 11, 1, -0.4
#13 CCOC(=O)N1CCC(NCCNC(=O)c2ccccc2Cl)CC1
    -2, -4, 5, 1, -17, 7, -2, 19[fluorescence artefact?], 0.3
#14 CCOC(=O)Nc1cccc(C(=O)O)c1
    4, 6, 9, 9, -7, 13, 2, -1[fluorescence artefact?], -0.1
#15 CN(c1cccc(NC(=O)c2cccc([N+](=O)[O-])c2)c1)S(C)(=O)=O
    -2, -8, 1, 20, -8, -49, -27, -4, 9.6
#16 Cc1cc(C(=O)O)oc(=O)c1
    -6, 6, 5, 15, -6, -1, 6, 2, 0.0
#17 COc1cnc(-c2ccccc2)nc1Oc1ccc(Cl)cc1C
    1, -7, 0, 23, 7, 43, -9, -10, 2.8
#18 Cc1ccc(C)c(CN2CCCNC2=O)c1
    -7, -1, 6, 0, -32, 23, -1, -11, 0.3
#19 COc1ccc2nc(NC(=O)C3=NN(c4ccccc4)C(=O)CC3)sc2c1
    -1, -8, 5, 3, -37, 10, -5, 13, 1.7
#20 O=C1CCCC2=C1C(c1cccs1)n1ncnc1N2 (stereo not drawn)
    -6, -3, 23, 2, 3, 13, 1, -9, 0.2
#21 O=C(NCc1ccco1)c1cc([N+](=O)[O-])ccc1N1CCCCC1
    0, -9, 7, 5, 0, 26, 24, 3, 0.2
#22 O=[N+]([O-])c1cccc(N=NN(CCO)c2cccc([N+](=O)[O-])c2)c1
    4, -13, 13, 2, 13, 11, -3, 6, -0.1
#23 COc1ccc(NC(=O)CC2C(=O)N(c3cccc(OC)c3)C(=O)N2C2CCCCC2)cc1 (stereo not drawn)
    -1[fluorescence artefact?], 32, 3, 1, 9, -1, -9, -1, -0.3
#24 O=C(CCN1C(=O)c2ccccc2S1(=O)=O)Nc1nc2c(s1)CCCC2
    1, 1, 7, -1, 2, 35, 5, 0, 0.3
#25 O=C1N(Cc2cccnc2)C[C@@H]2C[C@@H](c3ccccc3C(F)(F)F)N3CCC[C@@]123
    2, -14, 8, -1, 14, 2, /, 0, 0.8
#26 COCCCNC(=O)CN(c1cc(Cl)cc(Cl)c1)S(C)(=O)=O
    -2, 8, 3, 8, -11, 24, /, 0, -0.5
#27 N#Cc1cc(N2CCOCC2)nc2ccccc12
    -1, -6, 9, 3, -20, -7, 11, 7, -0.5
#28 NCCCNC(=O)c1cc2ccccc2[nH]1
    2[fluorescence artefact?], -5, 19, -1, -18, 13, 9, 8, 1.4
#29 CC(=O)c1c(N2CCN(Cc3ccc4c(c3)OCO4)CC2)nc(=S)n(-c2ccccc2)c1C
    /, -5, 12, 1, -10, -9, 5, /, -0.2
#30 O=C(Oc1cc(-c2ccccc2)no1)c1ccc(Cl)cc1
    -2[fluorescence artefact?], 1, 12, 1, -34, 17, /, -7[fluorescence artefact?], 0.1
#31 c1ccc(C2CCC(N3CCNCC3)CC2)cc1 (stereo not drawn)
    -33, 6, 2, -7, 18, -21, 13, 38[fluorescence artefact?], 0.8
#32 O=C(O)c1ccc(/C=C2\SC(=S)N(Nc3ccccc3)C2=O)cc1
    -4, -1, 6, -3, 18, -22, /, -7, 0.6
#33 O=C1CCCC(O)=C1C=Nc1ccc2c(c1)oc1ccccc12
    -1, -14, 8&7, 1, -110, 0&-56, -6, 2, -0.4
#34 CC(NC(=O)/C=C/c1ccc(Br)cc1)c1ccccc1 (stereo not drawn)
    5, 10, 4, 1, 9, -98, 9, -6, 0.0
#35 CCN1CCCC1CNC(=O)c1ccc(CS(=O)(=O)c2ccccc2C)o1 (stereo not drawn)
    2, -1, 14, -13, 6, -6, -6, 4, -0.4
#36 Cc1cc(O)c(/C=N/Nc2ccc(F)cc2)c(=O)o1
    1, -2, 3, 1, 26, 6, -17, 0, -0.9
#37 Cc1ccc(/C=N/n2c(C)cc(C)c(C#N)c2=O)o1
    3, -38, 10, 3, -11, 26, -25, 1[fluorescence artefact?], 0.5
#38 O=c1c(-c2ccc(Br)cc2)coc2c(CN3CCOCC3)c(O)ccc12
    16, -23, 6, 0, i, -16, 9, -2, -0.1
#39 COCCOC(=O)c1c(C)oc2ccc(OC(=O)c3ccc4c(c3)OCO4)cc12
    -8, 2, 11, -1, -2, 7, 9, -3, -0.5
#40 COc1ccc(C(C(=O)NCC2CCCO2)N(C(=O)CNC(=O)c2cccs2)c2ccccc2)cc1OC (stereo not drawn)
    0, 0, 8, 25, -27, -44, -3, -3, 0.2
#41 COc1ccc(C(=O)NCc2nnc(SCC(=O)N3CCc4ccccc43)n2Cc2ccccc2)cc1
    -2, 31, 12, 2, -35, 2, 4, -12[fluorescence artefact?], 2.0
#42 Cc1cccc(-n2c(SCC(=O)Nc3nnc(C)s3)nnc2-c2ccoc2C)c1
    10, 5, 6, -1, 0, 24, 6, 10, -0.6
#43 CCOC(=O)c1c(NC(=O)CSc2nnc(-c3ccccc3)n2CC)sc(C(C)=O)c1C
    -6[fluorescence artefact?], -10, 6, 2, 35, 7, 8, 3, -0.2
#44 O=C1CCCN1c1ccc(S(=O)(=O)Nc2cccnc2)cc1
    2, 0, 7, 12, 1, 29, /, 1, 1.6
#45 CN1CCN(C(=O)CSc2nc(-c3cccs3)cc(-c3cccs3)c2C#N)CC1
    /, -10, 15, -2, /, /, -5, /, 2.2
#46 CCCSc1nc(-n2ncc(C#N)c2N)c2c3c(sc2n1)CCC(C)C3 (stereo not drawn)
    -20, -11, 6, 2, -21, 46, -3, 0[fluorescence artefact?], -0.4
#47 Clc1ccc(Cn2cc(Br)cn2)cc1Cl
    14, 1, -1, -7, -7, 45, 14, 0, -1.4
#48 Oc1ccc(Br)cc1C=Nc1cccn2cc(-c3ccccc3)nc12
    1, -24, 10, 14, i, -7, -1, -6, -0.7
#49 CCCC(=O)Nc1ccccc1NC(=O)CN(C)S(=O)(=O)c1ccccc1
    -8, 6, 10, 8, -61, 0, /, -10, 0.8
#50 COc1ccc(Cl)cc1N=Cc1c(O)cc(C)oc1=O
    /, -2, 10, 0, /, /, /, /, 0.3
#51 COc1ccc(CN(CC(=O)NCC2CCCO2)C(=O)CCC(=O)Nc2cc(C)ccn2)cc1 (stereo not drawn)
    6[fluorescence artefact?], 2, 14, 1, -32, 9, 0, 3, 0.3
#52 N/C(=N\OC(=O)CCCc1ccccc1)c1ccc([N+](=O)[O-])cc1
    -3, 0, 11, 5, 1, 22, /, 2, 0.3
#53 Fc1ccc(C2=CC(c3cccs3)n3nnnc3N2)cc1 (stereo not drawn)
    -6, -5, 6, 28, -24, 0, 17, -3, 0.2
#54 Cc1nn2c(N3CCOCC3)c3c(nc2c1-c1ccccc1)CCCC3
    -4, -2, 4, 0, -8, 22, -2, -9, -0.3
#55 C=CCNc1ccc(C(=O)O)cc1
    -6, 11, 8, 0, 2, 19, 1, -26, -0.1
#56 O=C(COc1ccccc1)N/N=C/c1ccc2c(c1)OCO2
    2, -11, 3, 20, 0, -64, 6, -10, 1.0
#57 c1ccc(NCc2cccnc2)cc1
    1, 0, 4&11, -26, -41, -9&18, 10, -8[fluorescence artefact?], 0.4
#58 Cc1cccc(N2CC(O)(c3cccs3)[N+]3=C2CCCC3)c1 (stereo not drawn)
    1, -4, 11, -22, -15, 1, -2, 1, 0.2
#59 COc1ccc(OC)c(-n2c(CN3CCC(C(N)=O)CC3)nc3ccccc3c2=O)c1
    2, 0, 8, 3, -5, 5, /, -4, -1.1
#60 FC(F)C(F)(F)C(F)(F)C(F)(F)c1cc(-c2ccccc2)n[nH]1
    -3[fluorescence artefact?], 3, 9, -3, 40, -9, -4, -5[fluorescence artefact?], 15

Continued; it opens with the two that closed the last part.
Every second line gives: eIF4E-4G inh, Tb hexokinase, PGE2 EP2 inh, Hck Nef HTS, m-calpain inh, EP2 mod, Rad51 HR inh, 14-3-3 Bad inh, L929 necroptosis
#59 COc1ccc(OC)c(-n2c(CN3CCC(C(N)=O)CC3)nc3ccccc3c2=O)c1
    2, 0, 8, 3, -5, 5, /, -4, -1.1
#60 FC(F)C(F)(F)C(F)(F)C(F)(F)c1cc(-c2ccccc2)n[nH]1
    -3[fluorescence artefact?], 3, 9, -3, 40, -9, -4, -5[fluorescence artefact?], 15
#61 CCOc1ccc(N2C(=O)C(CC(=O)Nc3ccccc3)N(Cc3ccccn3)C2=S)cc1 (stereo not drawn)
    -1, -4, 1, 2, -19, -42, -5, -7, 0.1
#62 CC(=O)Nc1ccc(-c2cc(N)n(-c3ccccc3)n2)cc1
    1, -13, 4, 15, -20, 15, -9, -3, -1.3
#63 Cc1nn(C)c(C(=O)NN)c1Cl
    0, 10, 5, 14, 33, -5, 10, -2, 1.0
#64 COc1cc(NC(=O)c2cccc(C)c2)c(OC)cc1NC(=O)CN1CCOCC1
    -4, -7, 5, -3, 2, -10, -4, -9, 7.1
